Screens from PubChem.
NPYLR7 ag: mosquito NPYLR7 agonism. HEK293T NPYLR7/Galpha15, GCaMP6s calcium fluorescence. activation, % at 10 µM. actives 0.15% (n = 270,000). AID 1259423; in the data active means activation above about 40%;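 further: 0% = vehicle and 100% = reference agonist at the receptor; some compounds past the cut are filed as inactive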
mcGAS lum: inhibitors of mouse cGAS. recombinant cGAS, Kinase-Glo ATP depletion luminescence. Q8C6L5. actives 0.15% (n = 160,000). inhibition, % at 12.5 µM. AID 1259399;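 further: 0% = negative control wells and 100% = reference inhibitor with no enzyme activity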
hcGAS lum: human cGAS inhibition; recombinant h-cGAS, ATP depletion, Kinase-Glo luminescence; Q8N884; inhibition, % at 12.5 µM; actives 0.081% (n = 290,000);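 further: 0% = vehicle reaction and 100% = reaction without DNA for no activity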
Target sequence (Q8N884 whole entry, looked up): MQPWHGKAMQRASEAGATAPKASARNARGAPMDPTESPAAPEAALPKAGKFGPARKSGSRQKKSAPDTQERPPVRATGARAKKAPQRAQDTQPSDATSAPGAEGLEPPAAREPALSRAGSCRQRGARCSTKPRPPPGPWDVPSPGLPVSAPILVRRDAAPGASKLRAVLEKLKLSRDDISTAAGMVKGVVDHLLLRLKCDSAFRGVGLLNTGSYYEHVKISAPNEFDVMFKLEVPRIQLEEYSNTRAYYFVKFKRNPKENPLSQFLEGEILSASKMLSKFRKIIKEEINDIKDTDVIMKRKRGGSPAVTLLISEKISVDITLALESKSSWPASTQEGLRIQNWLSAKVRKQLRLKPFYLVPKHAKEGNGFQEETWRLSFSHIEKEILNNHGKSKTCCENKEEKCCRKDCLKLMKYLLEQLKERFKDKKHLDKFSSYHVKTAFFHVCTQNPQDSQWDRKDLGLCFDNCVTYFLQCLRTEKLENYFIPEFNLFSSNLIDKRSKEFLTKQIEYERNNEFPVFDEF
Numbers without * were called inactive; . = no result given; & = joins results of further samples. Unless noted, no stated cut-off is given here; in the data, active means inhibition above about 40%; inactive means the rest.

Structure | NPYLR7 ag | mcGAS lum | hcGAS lum
O=C(NCCNC(=O)C1CCN(C(=O)c2ccccc2Br)CC1)c1ccccc1 | 24 | -9 | -6
COc1c(C(=O)Nc2n[nH]c(C)n2)sc(C)c1Br | 0 | . | -3
CC(C)C(=O)N1CCC1(C)C(=O)N(C)Cc1cccc2ccccc12 (stereo unspecified) | 5 | -8 | -16
Cc1c(Br)cnn1CC(=O)O | 2 | . | 3
NC(=O)CN1CC2N(C(=O)c3cccs3)C3CCC2(CC3)OC1=O (stereo unspecified) | 6 | -5 | -1
CC(=O)Nc1ccc(N2C(=O)CSC2c2ccc(C(C)C)cc2)cc1 (stereo unspecified) | -3 | . | -6
COc1cccc(NC(=O)C2(C)CCN2Cc2ccc(SC)cc2)c1 (stereo unspecified) | 1 | . | -11
Cc1nc(-c2ccsc2)ccc1C(=O)Nc1ncn[nH]1 | 1 | 1 | 4
COc1ccc2c(c1)OC[C@@H](Cc1ccc(OC)c(OC)c1)[C@@H]2O | -13 | . | -3
C=CCn1c(N2CCN(Cc3cccc(C)c3)CC2)nc2c1c(=O)[nH]c(=O)n2C | -8 | . | -7
CCCCN1CCN(Cc2nc(-c3ccco3)oc2C)CC1 | -2 | -7 | -4
O=C(c1cc2cc(Br)ccc2oc1=O)N1CCN(c2ccc(Cl)cc2)CC1 | 6 | . | -5
O=C1CCSc2ccc(Cl)cc21 | 2 | . | -5
Nc1nnc(SCc2ccccc2C(F)(F)F)s1 | 5 | . | -5
COc1ccccc1C(=O)N(CC(=O)N1CCc2sccc2C1COc1ccc(C(C)C)cc1)C(C)(C)C (stereo unspecified) | -1 | -4 | -4

Structure | NPYLR7 ag | mcGAS lum | hcGAS lum
CC(C)C(C)NC(=O)Cn1cnc2c1c(=O)n(C)c(=O)n2C (stereo unspecified) | -2 | . | -6
COCCn1c(=O)c2c(nc3n(-c4ccc(N(C)C)cc4)c(C)cn23)n(C)c1=O | 3 | . | -4
O=C1Nc2cc3c(cc2/C1=N\OCc1ccccc1)OCCO3 | 13 | . | -7
Cc1ccc(C2(C)NC(=O)N(CC(O)COCc3ccco3)C2=O)cc1 (stereo unspecified) | -1 | . | -4
CC1CCN(S(=O)(=O)N2CCc3sccc3C2C)CC1 (stereo unspecified) | 8 | . | -6
CCCCC(=O)N(C)c1c(C)nc2ccc(C(=O)N3CCCCC3)cn12 | 4 | -3 | -7
CC(C)CNC(=O)C(C)Nc1ccc(F)cc1 (stereo unspecified) | -1 | -10 | -5
CN1CC2(CCCN(C(=O)c3cc(-c4ccccc4O)n[nH]3)CC2)OC1=O (stereo unspecified) | 2 | -15 | 0
COc1ccc(Cn2ccnc2CN(CCN2CCOCC2)C(=O)CC(C)C)cc1 | 7 | -7 | -8
O=[N+]([O-])c1ccc(CN2CCCn3cccc3C2c2ccccc2Cl)cc1 (stereo unspecified) | 20 | -5 | -5
Cc1cn2c3c(=O)[nH]c(=O)n(C)c3nc2n1CCCNc1ccc(Oc2ccccc2)cc1 | 17 | -7 | -6
CCOc1nc(-c2ccc(C)cc2)n(-c2cccc(NC(=O)Nc3cccc(OC)c3)c2)n1 | -1 | -3 | 0
CCC(NC1CCCCC1)c1nc2ccccc2c(=O)n1Cc1ccccc1 (stereo unspecified) | 7 | . | -6
O=C(c1cc2cc(F)ccc2s1)N1CCN(S(=O)(=O)c2ccccc2F)CC1 | 3 | . | -5
CN1CCN2CCN(c3cncc(C(=O)N4CCCCC4)n3)CC2C1=O (stereo unspecified) | 21 | -17 | -6

Brought forward from above: 4 entries, then new ones.
Structure | NPYLR7 ag | mcGAS lum | hcGAS lum
CCOc1nc(-c2ccc(C)cc2)n(-c2cccc(NC(=O)Nc3cccc(OC)c3)c2)n1 | -1 | -3 | 0
CCC(NC1CCCCC1)c1nc2ccccc2c(=O)n1Cc1ccccc1 (stereo unspecified) | 7 | . | -6
O=C(c1cc2cc(F)ccc2s1)N1CCN(S(=O)(=O)c2ccccc2F)CC1 | 3 | . | -5
CN1CCN2CCN(c3cncc(C(=O)N4CCCCC4)n3)CC2C1=O (stereo unspecified) | 21 | -17 | -6
CC1(Cc2ccc(C(F)(F)F)o2)C(=O)Nc2ccc(-c3ccc(S(C)(=O)=O)cc3)cc21 (stereo unspecified) | 4 | -2 | -2
CCC(O)(CC)C(=O)NN(C(=O)CN1CCCC1)c1ccc(C)cc1 | -6 | . | -5
CCc1ccc(S(=O)(=O)N(C(=O)c2ccncc2)c2ccc(OC(=O)c3ccncc3)cc2)cc1 | 0 | . | 1
O=C(CC1CCCCC1)N1CCN(c2ncnc3c2nnn3Cc2ccccc2)CC1 | -5 | -9 | -9
CC(C)(O)CCc1ccc(CN2CCN(CC3CCCO3)CC2)cc1 (stereo unspecified) | . | -5 | -13
CCOc1cc(N2CCOCC2)c(OCC)cc1NC(=O)CC(C)(C)C | -1 | . | -1
Cc1ccccc1-n1cnnc1SCC(=O)NCC(c1ccccc1Cl)N1CCCC1 (stereo unspecified) | -4 | -7 | -5
CC(=O)OC1C2CCCC1C(N1CCCCC1)CC2 (stereo unspecified) | 2 | . | -6
CCN1CCCC1CNC(=O)CCC1CCN(Cc2cc(Cl)ccc2O)CC1 (stereo unspecified) | -4 | . | -2
Cc1nccn1CCC1CCN(C2CCC3(CCNCC3)CC2)CC1 | 3 | . | -6
COc1ccc(-c2csc(=Nc3cc(F)ccc3F)n2-c2ccccc2Oc2ccccc2)cc1 | -6 | . | -10
CCc1nnc(NC(=O)c2c(Cl)c(Cl)c(Cl)c(Cl)c2Cl)s1 | -4 | -5 | 8
Cc1cccc(C(=O)Oc2coc(CSc3nccc(C)n3)cc2=O)c1 | -15 | -2 | 0
CC(=O)c1cccc(S(=O)(=O)N2CCC(C(=O)NC(c3ccccc3)C3CC3)CC2)c1 (stereo unspecified) | -5 | . | -7
CC1=C(C(=O)NC2CC(C)(C)Cc3c2cnn3-c2cccc(F)c2)OCCO1 (stereo unspecified) | 2 | -7 | -1

Structure | NPYLR7 ag | mcGAS lum | hcGAS lum
Cc1nn(-c2ccc(F)cc2)c(Cl)c1C(=O)N(C)CC(N)=O | -1 | . | -3
CSc1nc(NC(C)C)c2cnn(CCNC(=O)COc3ccccc3F)c2n1 | . | -7 | -3
Cc1nc2c(=O)n(CC(=O)N3CCc4ccccc43)nc(-c3ccco3)c2s1 | 0 | -8 | 2
CC(=O)Nc1ccc(S(=O)(=O)Oc2ccc(Cl)cc2CN(CC2CCCO2)C(=O)c2cccs2)cc1 (stereo unspecified) | 22 | -6 | -6
C=CCN(CC1CC(c2ccccc2C)=NO1)C(=O)NC(C)C (stereo unspecified) | 0 | 1 | 2
COc1cn(CC(=O)N2CCc3ccccc32)c(CSc2nc(C)cs2)cc1=O | -5 | -10 | -6
COc1cccc(S(=O)(=O)N2CCN(c3ncccc3C(=O)NCc3ccc4c(c3)OCO4)CC2)c1 | 30 | -4 | -2
CCCN(CC(=O)NC(=O)Nc1ccccc1)Cc1ccc(C#N)cc1 | -2 | . | -6
Cc1csc(SCC(=O)N2CCC(CO)(Cc3ccccc3Cl)CC2)n1 | 23 | . | -10
Cc1c(NC(=O)CN2CCC3(CC2)CC(=O)c2cc(Cl)ccc2O3)c(=O)n(-c2ccccc2)n1C | -8 | -4 | -8
CN(c1ccccc1)S(=O)(=O)c1ccc(C(=O)N2CCCCC2C(N)=O)cc1 (stereo unspecified) | 1 | -2 | 2
CC(C)(C)c1cccc(CN2CCOC(CN)C2)c1O (stereo unspecified) | 7 | . | -3
Cn1nc(N2CCOCC2)c(=O)n(C)c1=O | 18 | . | -2
O=C(NCCC1COc2ccccc2O1)c1ccc(OC2CCN(C(=O)C3CC3)CC2)cc1 (stereo unspecified) | 7 | . | -7
Clc1ccc2c(c1)c(-c1ccccc1)nc1nncn12 | -2 | . | -8

Structure | NPYLR7 ag | mcGAS lum | hcGAS lum
CC(NC(=O)c1cc(NC(=O)c2ccc([N+](=O)[O-])cc2Cl)ccc1N1CCCCC1)c1ccccc1 (stereo unspecified) | -2 | -3 | -9
COC(=O)CN1CC2(CCN(C(=O)c3ccc(Cl)nc3)CC2)OC1=O | 0 | . | 5
CC(C)C(=O)Nc1ccc(C(=O)Cn2nc(-c3cccs3)oc2=O)cc1 | 1 | -1 | 5
Cc1[nH]c2ccccc2c1CC(=O)N1CCC(CO)(Cc2ccccc2)CC1 | 1 | . | 2
CCOC(=O)C1(Cc2ccccc2Cl)CCN(Cc2cccc3c2OCO3)CC1 | -3&12 | -5 | -2&-3
Cc1ccccc1C(NC(=O)C1CCN(CC2CC2)CC1)c1ncccc1C (stereo unspecified) | 4 | -2 | 0
COc1ccc(C2=N/C(=C\C=C\c3ccccc3OC)C(=O)O2)cc1 | 2 | . | -4
CCCCC1CCC(c2noc(-c3ccc(-c4ccc(OC)cc4)cc3)n2)CC1 (stereo unspecified) | -7 | -6 | 2
CCn1ncnc1C(C)NC(=O)Cc1cc(F)ccc1C (stereo unspecified) | 4 | -15 | -6
COc1cnc(-c2ccccc2OC)c(NC(=O)c2ccccc2)n1 | 1 | -4 | -2
CC(C)c1nccc(C(=O)N(C)CC2CCCCO2)n1 (stereo unspecified) | 14 | . | -5
CN1CCC=C(Cn2nccc2NC(=O)COc2ccccc2)C1 | 9 | -11 | -5
CCOC(=O)CNC(=O)N1CCN(C(=O)CN2CCc3sccc3C2c2cccc(F)c2)CC1C (stereo unspecified) | 10 | -6 | -5
OCC#CCSc1nnc(-c2cccc(Br)c2)o1 | 8 | . | 0
Cc1nonc1NC(=O)C(C)Sc1ccnc2cc(Cl)ccc12 (stereo unspecified) | 2 | 4 | -4

Every second line gives: NPYLR7 ag	mcGAS lum	hcGAS lum
> NC(N)=NN=Cc1c(Cl)cccc1Cl
  1&-3	-6&-2	-4&-1
> CC1ON=C(c2cccs2)N(Cc2cccc(F)c2)C1=O (stereo unspecified)
  3	.	-2
> CC(C)C(=O)Nc1c2c(nn1-c1ccccc1)CSC2
  -3	-7	-5
> O=C(CN1CCCC1)N1CCCC(c2cc(N3CCOCC3)ncn2)C1 (stereo unspecified)
  .	-8	-17
> Cc1cc(C)nc(NN=Cc2ccc3ncccc3c2)n1
  -2	-6	-6
> C=CCN1C(=O)NC(=O)C(C2=NN(c3ccccc3)C(c3ccc4c(c3)OCO4)C2)C1=O (stereo unspecified)
  0	.	-3
> Cc1cccc(-c2cn[nH]c2C2CCN(C(=O)c3cn4cccnc4n3)CC2)c1
  -3	.	0
> COc1ccc(-c2noc(-c3c(SC)nn(CC(=O)Nc4ccccc4C)c3N)n2)cc1
  0	-3	-2
> CCOc1ccc(S(=O)(=O)N2CCCC(c3ncn[nH]3)C2)cc1OCC (stereo unspecified)
  3	.	-1
> O=C1OC(c2cccc3ccccc23)=N/C1=C/C(Br)=C/c1ccccc1
  -1	.	7

4 compounds picked at random from the list so far:
Every second line gives: NPYLR7 ag	mcGAS lum	hcGAS lum
> COc1ccc(-c2noc(-c3c(SC)nn(CC(=O)Nc4ccccc4C)c3N)n2)cc1
  0	-3	-2
> O=C1OC(c2cccc3ccccc23)=N/C1=C/C(Br)=C/c1ccccc1
  -1	.	7
> CC1ON=C(c2cccs2)N(Cc2cccc(F)c2)C1=O (stereo unspecified)
  3	.	-2
> O=C(CN1CCCC1)N1CCCC(c2cc(N3CCOCC3)ncn2)C1 (stereo unspecified)
  .	-8	-17

Going on with the list:
Every second line gives: NPYLR7 ag	mcGAS lum	hcGAS lum
> CCOC(=O)c1ccc(NC(=O)CSc2cn(CC(=O)N3CCCCCC3)c3ccccc23)cc1
  30	-6	-3
> Cn1c(=O)c2[nH]c(N)nc2n(C)c1=O
  1	.	19
> CCOC(=O)c1cc(-c2ccc(N3CCN(C(=O)c4cccc(OC)c4)CC3)cc2)n(-c2cccc(F)c2)n1
  -5	1	5
> Cn1c(=O)n(Cc2cccc(Cl)c2)c(=O)c2c1nc1n2CCN1c1ccccc1
  1	-6	0
> O=C1CCN(C(=O)c2ccc(S(=O)(=O)c3ccccc3)cc2)C2CCCCC12 (stereo unspecified)
  2	.	9
> CCC1(CO)CCCN1Cc1cc2ccc(C)cc2[nH]c1=O (stereo unspecified)
  4	.	1
> COCCCn1cc(C(=O)Nc2cc(C)ccn2)c2nn(-c3ccccc3)c(=O)c-2c1
  5	-9	-6
> CC1CCCN(Cc2nc3c(c(=O)n(C)c(=O)n3C)n2CCc2ccccc2)C1 (stereo unspecified)
  5	.	-4
> Cc1ccc(C)c(Cn2c(N3CCN(Cc4ccc(F)cc4)CC3)nc3c2c(=O)[nH]c(=O)n3C)c1
  5	.	-1
> O=C(c1cccs1)N1CCCC(OCc2ccc(OC(F)(F)F)cc2)C1 (stereo unspecified)
  -2	-5	-4

Every second line gives: NPYLR7 ag	mcGAS lum	hcGAS lum
> Cc1ccc(NC(=O)c2csc(CSc3nnc(Cc4ccccc4)n3-c3cccc(C(F)(F)F)c3)n2)cc1
  6	-4	-3
> CC12CC(c3ccccc3O1)C(C(=O)Nc1ccc3c(c1)OCO3)C(=O)N2CCO (stereo unspecified)
  -4	-4	9
> CCCC1(CCC)NC(=O)N(CC(=O)Nc2ccc(F)c(F)c2)C1=O
  -5	-8	-5
> CCOc1ccc(NC(=O)CSc2nnc(Cc3ccccc3)c(=O)[nH]2)cc1
  2	1	6
> COc1cc(C)ccc1OCC(=O)NN1C(C)CCCC1C (stereo unspecified)
  5	-5	-10
> N#Cc1ccnc(N2CCN(C(=O)Cc3cnn(-c4ccccc4)c3)CC2)c1
  4	.	-12
> CC(N)=C(C#N)C(=O)CSc1nnc(NC(C)C)s1
  5	.	-6

No enrichment for hits; any-hit rate near 0.29%.
